# PrPC surface inh = reduces human prion protein on the cell surface. cell surface PrPC, TR-FRET read-out. P04156. inhibition, % at 13.8 µM. AID 720596. hit rate 0.43% among 370,000; in the data active = inhibition above about 24%; note: 0% = median of the test wells and 100% = reference compound wells
# PriA SSB inh = inhibitors of Klebsiella pneumoniae PriA binding to SSB C-terminal tail | AlphaScreen SSBct-PriA binding, biotinylated peptide | inhibition, % at 33 µM | hit rate 0.6% among 430,000 | AID 1272365; in the data active = inhibition mostly above about 37%, no sharp cut-off; inactive = mostly below about 20%;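 note: plate controls were negative control peptide for no effect and reference peptide for full effect; strong numbers were not always called active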
# Rv3671c inh = inhibitors of M. tuberculosis serine protease Rv3671c; AID 2606; hit rate 0.048% among 320,000; P9WHR9; inhibition, % at 5.96 µM; in the data active = inhibition above about 38%;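 note: extracellular domain of Rv3671c used as enzyme; 0% = enzyme with DMSO and 100% = no enzyme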
# Target sequence (P9WHR9 whole entry, looked up, the tested form may be a part): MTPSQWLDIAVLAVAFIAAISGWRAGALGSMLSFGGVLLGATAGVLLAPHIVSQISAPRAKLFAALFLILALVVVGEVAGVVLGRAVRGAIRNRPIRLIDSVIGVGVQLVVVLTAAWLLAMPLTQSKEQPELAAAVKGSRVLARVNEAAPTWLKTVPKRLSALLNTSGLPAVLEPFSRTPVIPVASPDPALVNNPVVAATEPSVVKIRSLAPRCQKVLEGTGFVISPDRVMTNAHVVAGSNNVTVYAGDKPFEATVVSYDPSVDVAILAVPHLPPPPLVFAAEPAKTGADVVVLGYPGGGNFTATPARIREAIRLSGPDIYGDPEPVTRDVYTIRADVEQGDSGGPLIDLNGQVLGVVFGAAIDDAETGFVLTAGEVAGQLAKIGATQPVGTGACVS
# Vc quorum ag = induces V. cholerae light production without autoinducers. hit rate 0.16% among 350,000. V. cholerae BH1578 lux reporter, luminescence, 6 h. activation, % at 18.7 µM; in the data active = activation mostly above about 9.7%, no sharp cut-off; note: not every result past the cut was called active; inactives centre near 0; reference of the scale not given here
# SARS 3CLpro inh = SARS-CoV 3CLpro protease inhibition. hit rate 0.14% among 290,000. inhibition, % at 6 µM. AID 1706. P0C6X7. recombinant SARS-CoV 3CLpro, quenched FRET peptide cleavage; in the data active = inhibition above about 12%
# CCHFV vOTU inh = CCHFV vOTU protease inhibition; Pep-AMC fluorescence; inhibition, % at 11.5 µM; hit rate 0.55% among 370,000; AID 651958; in the data active = inhibition above about 30%; note: 0% = vehicle wells with enzyme and 100% = no enzyme wells
# Y pestis TopoI = blocks Yersinia pestis topoisomerase I activity | Y. pestis Topo-I cleavage product accumulation, plate reader | activity, % at 10 µM | hit rate 0.064% among 360,000 | AID 504884; in the data active = activity above about 50%, passing the limit was not always enough; note: inactives centre near 2
# TcdB GH inh = TcdB glycohydrolase inhibition | hit rate 0.24% among 350,000 | P18177 | AID 652162 | TcdB glycohydrolase enzymatic assay, plate reader | inhibition, % at 9.99 µM; in the data active = inhibition above about 10%
# MazEF act = MazEF (E. coli) toxin RNase activation | P0AE70 | FAM/BHQ RNA-DNA oligo cleavage fluorescence, 5 h | activation, % at 20 µM | hit rate 0.32% among 350,000 | AID 504720; in the data active = activation above about 50%
# Target sequence (P0AE70 whole entry, looked up): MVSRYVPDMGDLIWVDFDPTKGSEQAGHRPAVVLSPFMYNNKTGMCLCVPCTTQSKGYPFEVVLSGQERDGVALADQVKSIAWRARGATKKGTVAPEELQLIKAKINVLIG
# DUSP3 inh = blocks human VHR1 dual specificity phosphatase; hit rate 0.52% among 290,000; P51452; inhibition, % at 13.3 µM; recombinant VHR phosphatase, pNPP absorbance; AID 1654; in the data active = inhibition above about 50%; note: some compounds called inactive have numbers as strong as hits
# Target sequence (P51452 whole entry, looked up): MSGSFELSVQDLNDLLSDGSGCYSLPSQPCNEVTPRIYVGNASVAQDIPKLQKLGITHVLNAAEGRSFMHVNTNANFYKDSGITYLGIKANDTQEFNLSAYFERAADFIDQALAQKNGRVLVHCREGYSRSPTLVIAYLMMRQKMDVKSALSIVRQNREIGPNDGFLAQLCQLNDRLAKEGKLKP
# The depositor's hits bear a star; i = inactive; / = no result given; & = joins results of further samples; ! = repeats disagree. A portion of the library; rates above refer to the full screens.
no.	Structure	PriA SSB inh	Y pestis TopoI	MazEF act	CCHFV vOTU inh	SARS 3CLpro inh
1	COc1ccc2c(c1)c1nc3ccccc3nc1n2CCCN1C(=O)c2ccccc2C1=O	8	-2	698*	7	2
2	Cc1ccc(C(=O)NCC(=O)N2CCCC(C(F)(F)F)C2)s1 (stereo not given)	-10	0	0	1	/
3	CCOC(=O)C1(Cc2ccccc2)CCN(Cc2nccn2CC)CC1	0	24	-5	-4	-1
4	COc1cc(C)cc2c1OC(c1ccccc1)CC2=O (stereo not given)	0	15	-6	7	/
5	Cc1ccc(S(=O)(=O)CC(=O)Nc2nnc(C(C)C)s2)cc1	-8	5	6	2	-5
6	CCc1ccc(/C=C2\SC(N3CCOCC3)=NC2=O)cc1	-8	22	5	1	0
7	Cc1ccc(S(=O)(=O)N(CC(=O)NN=C2CCN(C)CC2)c2ccc(F)cc2)cc1	-1	13	4	-13	-1
8	Cc1nc2ccccc2n1CC(=O)NC1CCCC1	4	11	2	19	-1
9	COc1ccc(C2NN=C(c3ccc(C)cc3)S2)cc1OC (stereo not given)	6	10	6	-16	5
10	O=C1C=C(O)CC(c2cccs2)C1 (stereo not given)	-9	-11	-1	-9	-2
11	O=C(NNC(=O)C1CC(=O)N(Cc2ccccc2)C1)c1ccc(F)cc1 (stereo not given)	-13	-6	3	-12	/
12	CCc1n[nH]c2c1C(=O)CC(C)(C)C2	-10	-6	1	6	-2

no.	DUSP3 inh	Rv3671c inh	Vc quorum ag	PrPC surface inh	TcdB GH inh
1	21	-1	-0.4	9	/
2	/	5	i	2	0.8
3	13	-4	-1.2	5	0.7
4	/	/	i	-5	4.9
5	17	-13	-1.3	-2	-0.4
6	20	9	-0.3	11	2.2
7	24	-11	-0.9	-5	0.6
8	2	2	i	10	0.2
9	-10	-2	-0.4	-4	-0.5
10	-6	1	-0.5	2	/
11	/	-2	0.7	4	1.5
12	-4	3	i	5	/

# Next section.
no.	Structure	PriA SSB inh	Y pestis TopoI	MazEF act	CCHFV vOTU inh	SARS 3CLpro inh
13	Cc1ccc(S(=O)(=O)N2CCN(C(=O)CCCOc3cccc(C)c3)CC2)cc1	-2	20	0	-8	/
14	CCn1cc(S(=O)(=O)NC2CCCCC2)cn1	6	-5	3	0	3
15	COc1cc([N+](=O)[O-])ccc1NC(=O)CN1CCN(C(=O)c2ccco2)CC1	6	5	1	-10	-2
16	CCC(C)c1ccc(NC(=O)NCCN2CCCCC2)cc1 (stereo not given)	4	-1	16	1	0
17	Cc1cc(C)cc(C(=O)NCCC(=O)NCc2cc(=O)n(C)c(=O)n2C)c1	4	-9	9	4	3
18	C=CC[C@H](CC(=O)NCCO)C(=O)N[C@@H](COC(=O)[C@H](CC=C)CC(=O)OC(C)(C)C)Cc1ccccc1	-10	21	-2	7	/
19	CCNC(=O)C1CCCN(C(=O)c2ccc(OC)c(OC)c2)CC1 (stereo not given)	/	2	/	2	/
20	O=C(NCCc1c[nH]c2ccccc12)/C(=C/c1ccco1)NC(=O)c1ccco1	-8	-13	5	7	-8
21	COC(=O)c1c(NC(=O)C(=O)NCCCN2CCOCC2)sc2c1CCCC2	8	38	0	-1	0
22	CCN1CCN(c2ccc(S(=O)(=O)N3CCOCC3)cc2NC(=O)c2ccc(C)c(C)c2)CC1	-6	1	4	-6	/
23	CC(C)Oc1ccc(CCC(=O)N/N=C/c2ccncc2)cc1	i	1	3	0	3
24	CC(C)C(=O)N(c1ccc2oc(=O)sc2c1)S(=O)(=O)c1ccccc1	-13	5	-1	-15	-2

no.	DUSP3 inh	Rv3671c inh	Vc quorum ag	PrPC surface inh	TcdB GH inh
13	/	0	i	-2	3.1
14	1	4	-0.5	-1	0.4
15	19	-4	i	-14	1.3
16	-10	-6	-0.4	4	0.1
17	4	-1	-2.4	5	0.7
18	/	3	i	5	0.2
19	/	/	-1.0	-7	0.0
20	28	-11	i	9	1.3
21	42	8	-0.2	6	-6.7
22	/	0	i	-3	-0.4
23	34	-6	-1.1	-3	1.9
24	18	-8	i	-9	2.9

# Going on with the list.
no.	Structure	PriA SSB inh	Y pestis TopoI	MazEF act	CCHFV vOTU inh	SARS 3CLpro inh
25	N#C/C(=C1/CCCN1)c1ccccn1	-15	2	5	-1	5
26	CSCCC(NS(=O)(=O)c1ccc(C)cc1)C(=O)N(C)CC(=O)Nc1ccccc1Br (stereo not given)	-4	24	0	-3	/
27	COC(=O)c1ccc(OC(=O)CS(=O)c2ccccc2[N+](=O)[O-])cc1 (stereo not given)	3&10	1	9	-6	1
28	Cc1cccc(-n2nc3c(c2NC(=O)CCC2CCCCC2)CS(=O)C3)c1C (stereo not given)	-5&-10	17	0	-2	5
29	COc1ccc(C[C@H]2CN3C(=NC[C@@H]3C(C)C)N2CCNC(=O)c2ccc(C)c(Br)c2)cc1	8	7	17	/	-4
30	CN1C(=O)C(CC(=O)Nc2ccccc2F)N(NC(=O)c2ccc(Br)cc2)C1=S (stereo not given)	2	-3	-3	-12	-2
31	O=C(NC(=S)N1CCCc2ccccc21)c1ccccc1	42*!	4	6	2	-2
32	COc1ccc(NC(=O)COc2ccc(/C=C/c3cccc[n+]3C)cc2OC)cc1	3	-3	10	12	-6
33	Clc1ccc(CN2C3=NCCCN3c3ccccc32)c(Cl)c1	-5	9	11	-2	-2
34	COc1ccccc1C(=O)NCCC(=O)NCCCSc1ccccc1	-15	8	0	-10	/
35	COC(=O)C1=C(C)NC(=O)NC1/C=C/c1ccccc1 (stereo not given)	-15	-7	-7	-9	3
36	O=c1[nH]c2cccnc2n1-c1ccc([N+](=O)[O-])cc1	-14	7	5	2	2

no.	DUSP3 inh	Rv3671c inh	Vc quorum ag	PrPC surface inh	TcdB GH inh
25	23	0	i	5	-0.4
26	/	/	i	0	0.4
27	8	11	0.9	-7	0.1
28	22	-10	-0.2	4	-1.9
29	18	-8	1.0	/	/
30	6	2	-2.2	8	-0.9
31	18	-1	i	-2	/
32	18	-6	-0.2	-26	1.4
33	2	2	i	1	0.1
34	/	-4	i	3	1.6
35	-4	-2	33*	0	/
36	29	0	-0.8	-26	-0.7

# Continued.
no.	Structure	PriA SSB inh	Y pestis TopoI	MazEF act	CCHFV vOTU inh	SARS 3CLpro inh
37	CC1CCN(C(=O)c2cc3nc(C4CC4)cc(C(F)(F)F)n3n2)CC1	3	1	-3	-9	1
38	CC1=CCC(C(=O)O)C(C(=O)Nc2ccc(-c3nc4ccc(C)cc4s3)cc2)C1 (stereo not given)	-8	14	6	-107	5
39	O=C(Nc1ccc2nc(-c3cccnc3)[nH]c2c1)C1CCCCC1	1	-6	4	12	0
40	NS(=O)(=O)c1ccc(NC(=O)CN2CCN(Cc3ccccc3)CC2)cc1	-10	-4	2	0	1
41	COC(=O)c1ccc(NC(=O)COc2ccc(S(=O)(=O)NC(C)C)cc2)cc1	-8	4	12	3	2
42	Cc1ccc2[nH]c(=O)c(CN(CCc3ccccc3)Cc3nnnn3CC3CCCO3)cc2c1 (stereo not given)	5	12	-7	15	57*
43	CCOC(=O)N1CCN(c2ccc(O)cc2)CC1	3	1	5	7	0
44	O=C(CSc1ccc(-c2ccccc2)nn1)c1cccs1	-13	-2	2	-10	2
45	COC(=O)c1ccsc1NC(=O)c1cccc(OC)c1	-23&-24	12	1	2	0
46	O=S(=O)(c1ccc(S(=O)(=O)N2CCN(C3CCCCC3)CC2)cc1)N1CCCCCC1	-9	3	-5	-13	/
47	Cc1cc(CNCCN(C)C)c(C)n1-c1cc(S(=O)(=O)N2CCOCC2)ccc1N1CCCC1	-2	-10	-1	8	/
48	CCNc1ccccc(-c2ccc3ccccc3n2)c1=O	-6	-5	5	-1	8

no.	DUSP3 inh	Rv3671c inh	Vc quorum ag	PrPC surface inh	TcdB GH inh
37	-9	1	2.9	3	/
38	4	-15	i	6	0.6
39	-9	-3	-0.7	-2	/
40	-8	9	i	2	/
41	-8	-13	-1.7	7	/
42	-4	4	i	-8	/
43	27	-1	7.7	2	/
44	22	-3	i	3	0.8
45	30	-4	-1.1	6	-0.5
46	1	/	6.2	-4	0.5
47	/	/	1.2	-9	-0.6
48	4	3	-3.4	-9	/

# Single records (already shown). Screens in order: PriA SSB inh | Y pestis TopoI | MazEF act | CCHFV vOTU inh | SARS 3CLpro inh | DUSP3 inh | Rv3671c inh | Vc quorum ag | PrPC surface inh | TcdB GH inh
# Profile of O=c1[nH]c2cccnc2n1-c1ccc([N+](=O)[O-])cc1 = -14 | 7 | 5 | 2 | 2 | 29 | 0 | -0.8 | -26 | -0.7
# Profile of CCOC(=O)C1(Cc2ccccc2)CCN(Cc2nccn2CC)CC1 = 0 | 24 | -5 | -4 | -1 | 13 | -4 | -1.2 | 5 | 0.7
# Profile of COc1ccc(NC(=O)COc2ccc(/C=C/c3cccc[n+]3C)cc2OC)cc1 = 3 | -3 | 10 | 12 | -6 | 18 | -6 | -0.2 | -26 | 1.4

# Continued.
no.	Structure	PriA SSB inh	Y pestis TopoI	MazEF act	CCHFV vOTU inh	SARS 3CLpro inh
49	Cc1ccc(/C=C2/SC(=S)N(CCC(=O)N3CCOCC3)C2=O)cc1	2	6	9	19	1
50	CN1CCN(CC/C=C2/c3ccccc3Sc3ccc(S(=O)(=O)N(C)C)cc32)CC1	-6	-2	22	0	1
51	COc1ccc(C(C)=O)cc1COC(=O)[C@H](Cc1ccccc1)NC(=O)c1ccco1	-8	23	2	5	/
52	Cc1ccc(S(=O)(=O)N2CCN(Cc3nc4ccccc4n3C)CC2)cc1	-2	16	0	-10	-2
53	Brc1ccc2ncnc(NCc3ccco3)c2c1	2	2	7	-15	2
54	NC(=O)CC(NC(=O)Cc1ccc(Br)cc1)c1ccc(N2CCC(Br)CC2)c([N+](=O)[O-])c1 (stereo not given)	8	19	1	-14	/
55	CN(C)S(=O)(=O)c1cccc(-c2nn(-c3ccccc3)cc2/C=C(/C#N)C(=O)NCc2ccco2)c1	0	4	-75	-4	-5
56	CC(=O)Nc1ccc(S(=O)(=O)N(C#N)c2nc(N(C)C)nc(N(C)C)n2)cc1	-6	-3	-2	-5	1
57	CSc1ncc(CN2CCC(C(=O)Nc3cccc(-c4cscn4)c3)CC2)cn1	9	12	2	2	4
58	Cc1nonc1C1CCCN1C(=O)c1cc(COc2ccc(F)cc2Cl)on1 (stereo not given)	-21	25	4	5	-1
59	CCOC(=O)C(=NO)C1=CSC2=NNC(C)(C)N12	/	2	-1	11	/
60	Cc1ccccc1C(=O)N1CCC(C(=O)N2CCN(Cc3ccc4c(c3)OCO4)CC2)CC1	1	17	9	6	/

no.	DUSP3 inh	Rv3671c inh	Vc quorum ag	PrPC surface inh	TcdB GH inh
49	7	2	-0.2	0	3.7
50	26	-5	i	-7	2.8
51	/	-7	i	-1	1.0
52	23	6	-1.7	-1	/
53	14	0	-3.2	26*	/
54	19	-21	-11	-13	1.4
55	37	-16	-0.2	29*	/
56	-24	4	i	5	1.1
57	18	-2	-0.4	-1	0.9
58	-1	-4	-0.3	-6	1.2
59	/	/	i	-2	-0.2
60	/	-7	i	3	-5.2

# Continuation.
no.	Structure	PriA SSB inh	Y pestis TopoI	MazEF act	CCHFV vOTU inh	SARS 3CLpro inh
61	CCOc1ccc(OCCNC2CCCC2)cc1	1	2	3	0	6
62	CC(C)C(NC(=O)c1c(F)cccc1F)C(=O)NNC(=O)c1ccccc1 (stereo not given)	-16	-5	5	12	/
63	CC(=O)c1ccc(OC(C)C)c(Cc2c(O)[nH]c(=S)[nH]c2=O)c1	5	-2	1	11	0
64	O=C(OCc1ccc(Br)cc1)c1cccnc1	3	2	5	1	-3
65	COc1cc(CCCN2C(=O)C(=O)NC[C@@H]2Cc2ccc(O)cc2)cc(OC)c1OC	-17	5	4	13	/
66	CCCc1cc(=O)n2[nH]c(-c3ccccc3)cc2n1	-4	-8	8	-5	-1
67	Cc1nc(NC(=O)C(C)(C)C)sc1-c1csc(N)n1	/	-9	4	-1	/
68	O=C(COc1ccc2c(c1)CCC2)NCc1ccccc1	-36	26	-6	-9	-2
69	CC(=O)Nc1cc(OC(=O)c2ccco2)cc(OC(=O)c2ccco2)c1	-10	3	5	-1	5

no.	DUSP3 inh	Rv3671c inh	Vc quorum ag	PrPC surface inh	TcdB GH inh
61	13	0	i	-2	/
62	/	6	-2.0	8	0.1
63	-12	4	-0.3	-6	0.5
64	23	5	0.5	-6	0.7
65	30	10	i	5	-1.1
66	-9	2	i	-5	/
67	/	/	-0.3	-3	0.2
68	-7	-7	i	0	3.6
69	7	13	i	0	/
